# Fam108B counter: mouse Fam108B serine hydrolase inhibitors, primary screen, counter-screen for RBBP9 inhibitor project, biochemical, fluorescence polarization | inhibition, % at 9.51 µM | recombinant Fam108B, FP-Rh probe fluorescence polarization | hit rate 0.33% among 300,000 | AID 1947, 2009;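 active = inhibition above the screen mean inhibition plus 3 SD, computed separately per campaign, cut at about 18% in these data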;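 also: inhibitors lower polarization as less probe binds the enzyme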
# MEX-5 binding: MEX-5 zinc finger RNA-binding disruptors – biochemical, C. elegans, fluorescence polarization, MLPCN library, primary screen | MEX-5/FITC-TCR2 RNA binding; stronger effect = lower value | activity score (negative = inhibition of binding), % at 10 µM | hit rate 0.38% among 300,000;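 active = inhibition past about -25% in most replicates, and total fluorescence under double the plate's negative control median, limit read from the data; inconclusive = replicates evenly split on the limit, or fluorescence at least double controls; inactive = too little inhibition in most replicates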;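 also: 0% = DMSO and -100% = 5 µM competing unlabeled TCR2 RNA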
# MCL1-BIM inh: inhibitors of MCL1 binding to BIM-BH3, primary screen, biochemical, fluorescence polarization; hit rate 0.68% among 320,000; Induced myeloid leukemia cell differentiation protein Mcl-1 (Homo sapiens), Q07820; GST-MCL1 / FITC-Bim-BH3 fluorescence polarization; inhibition, % at 10.9 µM;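 active = inhibition above the mean inhibition of all tested compounds plus 3 SD, set per campaign, cut at about 40% in these data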;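 also: 0% = DMSO wells and 100% = unlabeled Bim-BH3 peptide control; higher means more loss of mP so more displacement of Bim peptide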
# GLD-1 RNA inh: GLD-1/TGE RNA complex disruptors, primary screen, biochemical, fluorescence polarization | Female germline-specific tumor suppressor gld-1 (Caenorhabditis elegans), Q17339 | purified GLD-1 + fluorescein TGE RNA | inhibition, % at 5.96 µM | hit rate 0.44% among 320,000;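 active = percent inhibition above a per-plate cutoff, the plate mean of test compounds plus 3 SD, cut at about 30% in these data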;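 also: 0% = DMSO wells with GLD-1 and probe and 100% = wells lacking GLD-1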
# Target sequence (Q17339 whole entry, looked up): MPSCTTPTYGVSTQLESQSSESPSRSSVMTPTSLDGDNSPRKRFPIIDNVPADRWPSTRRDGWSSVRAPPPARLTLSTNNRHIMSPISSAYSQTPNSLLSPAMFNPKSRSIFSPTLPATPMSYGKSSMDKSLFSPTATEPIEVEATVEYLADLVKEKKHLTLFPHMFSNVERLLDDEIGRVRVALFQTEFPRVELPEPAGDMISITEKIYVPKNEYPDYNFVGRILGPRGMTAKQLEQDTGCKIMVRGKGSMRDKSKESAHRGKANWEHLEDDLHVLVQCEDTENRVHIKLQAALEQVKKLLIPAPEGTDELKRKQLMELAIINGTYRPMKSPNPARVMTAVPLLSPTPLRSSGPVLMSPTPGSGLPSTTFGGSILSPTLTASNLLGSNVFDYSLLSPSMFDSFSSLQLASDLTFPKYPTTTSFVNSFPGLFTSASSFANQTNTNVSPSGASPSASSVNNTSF
# Bcl-xL primary: inhibitors of human Bcl-xL, primary screen, biochemical, fluorescence polarization, HTS; inhibition, % at 10.9 µM; hit rate 0.7% among 320,000; Bcl-2-like protein 1 (Homo sapiens), Q07817; GST-Bcl-xL / FITC-Bim BH3 peptide fluorescence polarization;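 active = inhibition above the mean of all tested compounds plus 3 SD, cutoff set per campaign, cut at about 30% in these data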;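 also: 0% = DMSO wells and 100% = unlabeled Bim-BH3 peptide competitor; inhibitors lower millipolarization by displacing the labeled peptide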
# Target sequence (Q07817 whole entry, looked up): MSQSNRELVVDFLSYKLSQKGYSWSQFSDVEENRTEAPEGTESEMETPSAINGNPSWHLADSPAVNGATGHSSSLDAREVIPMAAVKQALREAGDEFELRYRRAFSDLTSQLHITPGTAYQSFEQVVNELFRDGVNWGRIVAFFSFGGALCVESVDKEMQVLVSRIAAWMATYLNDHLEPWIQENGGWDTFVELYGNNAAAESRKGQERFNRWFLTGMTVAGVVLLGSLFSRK
# pPAFAH inh: pPAFAH enzyme inhibitors, primary screen, biochemical, fluorescence polarization, human | Platelet-activating factor acetylhydrolase (Homo sapiens), Q13093 | recombinant pPAFAH, FP-rhodamine probe fluorescence polarization | inhibition, % at 3.39 µM | hit rate 1.5% among 330,000;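 active = inhibition above the mean inhibition across the screen plus 3 SD, cut at about 25% in these data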;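 also: inhibitors block binding of the rhodamine activity-based probe so polarization drops; 0% = enzyme with DMSO and 100% = wells lacking pPAFAH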
# PME-1 primary: PME-1 inhibitors via competitive probe labeling, primary screen, biochemical, fluorescence polarization, FP-Rh probe, HTS. Protein phosphatase methylesterase 1 (Homo sapiens), Q9Y570. recombinant PME-1. inhibition, % at 5.9 µM. hit rate 0.53% among 320,000;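 active = inhibition above the campaign mean of all compounds plus 3 SD, cut at about 26% in these data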;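 also: competitive labeling of PME-1 active site by serine hydrolase directed probe; 0% = PME-1 with DMSO and 100% = wells lacking PME-1 enzyme; inhibitors block probe labeling so polarization falls and inhibition rises; many of its hits are not listed in these tables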
# PAFAH1B2 FP inh: PAFAH1B2 enzyme inhibitors, primary screen, biochemical, fluorescence polarization, human; recombinant PAFAH1B2, FP-rhodamine activity probe; inhibition, % at 3.39 µM; hit rate 1.2% among 340,000; AID 492953, 2010;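 active = inhibition above the mean of all tested compounds plus 3 SD, cut at about 24% in these data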;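 also: 0% = enzyme with DMSO and 100% = wells lacking PAFAH1B2; many of its hits are not listed in these tables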
# Target sequence (P68402 whole entry, looked up): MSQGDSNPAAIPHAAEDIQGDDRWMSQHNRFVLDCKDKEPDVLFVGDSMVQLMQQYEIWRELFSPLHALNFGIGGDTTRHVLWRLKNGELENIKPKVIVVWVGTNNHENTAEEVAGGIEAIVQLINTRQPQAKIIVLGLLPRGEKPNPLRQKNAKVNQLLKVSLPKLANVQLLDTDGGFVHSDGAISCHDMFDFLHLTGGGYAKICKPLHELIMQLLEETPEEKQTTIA
# AHR act: AHR activators, primary screen, cell-based, luminescence, luciferase reporter, human. Aryl hydrocarbon receptor (Homo sapiens), P35869. AHR-responsive luciferase reporter cells. activation, % at 5 µM. hit rate 2.5% among 320,000. AID 2796, 2010; in the data active = activation above about 47%;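 also: 0% = vehicle wells and 100% = reference agonist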
# Active calls of the source: *; ? = inconclusive; / = not tested or not shown. This is a subset; rates above refer to the full screens.
SMILES	Fam108B counter	MEX-5 binding	MCL1-BIM inh	GLD-1 RNA inh	Bcl-xL primary	pPAFAH inh	PME-1 primary	PAFAH1B2 FP inh	AHR act
CO[C@H]1/C=C/O[C@@]2(C)Oc3c(C)c(O)c4c(O)c(c(C=NN5CCN(C)CC5)c(O)c4c3C2=O)NC(=O)/C(C)=C\C=C\[C@H](C)[C@H](O)[C@@H](C)[C@@H](O)[C@@H](C)[C@H](OC(C)=O)[C@@H]1C	8	/	-1	4	5	18	3	8	3
Cc1cnc(C(=O)Nc2ccc(OC(F)(F)F)cc2)cn1	10	-2.0	5	3	2	4	-4	2	-5
NS(=O)(=O)c1ccc(CNC(=O)c2ccc3c(=O)n4c(nc3c2)CCC4)cc1	2	-0.9	-6	3	-1	0	-4	1	13
C=C(Br)CN1[C@@H](Cc2ccccc2)[C@H](O)[C@@]23C=C[C@@H](C[C@@H]2S1(=O)=O)O3	/	/	/	1	/	4	/	19	0
O=C(Cn1cnc2ccccc2c1=O)NNC(=O)c1ccccc1	1	1.1	-1	0	1	-2	2	/	7
CC1CCc2c(sc(NC(=O)CSc3ncn[nH]3)c2C#N)C1 (configuration not stated)	-3	1.0	4	3	5	-2	1	9	-8
CN1C(=O)C2C(c3ccc(N(C)C)cc3)=NN(Cc3ccccc3)C2C1=O (configuration not stated)	2	0.6	-11	-1	-3	9	5	-1	9
O=C(N/N=C/c1ccc(N2CCOCC2)cc1)c1ccccn1	-2	-3.0	-5	0	1	4	-9	2	23
O=C(NC1CCCCCC1)c1cccc(S(=O)(=O)N2CCOCC2)c1	/	/	/	7	/	-2	/	6	1
O=C(NCCCN1CCCC1=O)c1nnc(Cc2c(F)cccc2Cl)o1	1	0.2	-3	-11	6	2	6	4	2
CC1CCCC(C)N1C(=O)CSc1nnc(COc2ccc(F)cc2)o1 (configuration not stated)	-1	1.6	-1	2	2	3	5	10	0
CCC(C)C(=O)Nc1ccc(OC)cc1[N+](=O)[O-] (configuration not stated)	1	-1.4	-3	-1	7	8	1	3	4
Cc1ccc2c(c1)[C@H]1[C@H](CO2)[C@H](c2ccccc2)[C@]2(C)C(=O)NCC(=O)N12	/	/	8	2	6	1	-2	10	-1
COc1ccc(C(C(=O)NCc2ccccc2)N(Cc2ccco2)C(=O)c2cnccn2)cc1 (configuration not stated)	0	1.6	-3	4	6	4	8	0	-2
COc1ccc(OCCSc2nc3nc(C)cc(C)n3n2)cc1	1	-1.3	4	-1	3	2	-1	-1	-1
Cc1cc(Cl)ccc1OCCCC(=O)OCC(N)=O	4	1.1	0	-3	-2	7	-7	0	0
Cc1ccc2c(c1)c(N=NC(N)=S)c(O)n2Cc1ccccc1	-8	1.0	10	-21	4	3	3	-1	0
CCCc1ccc(S(=O)(=O)N2CCN(C(C)C(=O)NCc3ccc(OC)cc3)CC2)cc1 (configuration not stated)	/	/	3	3	0	0	5	3	-2
COc1cc(/C=C/C(=O)Nc2ccc(OC)c(S(=O)(=O)N3CCOCC3)c2)ccc1OC(F)F	/	/	/	4	/	2	/	4	-5
CCOc1ccc(NC(=O)C2CCC(CNc3c(N4CCCCC4)c(=O)c3=O)CC2)cc1 (configuration not stated)	-1	-1.0	-2	5	0	-10	-5	1	-1
Cc1cc(C)cc(NC(=O)C2CCCN(S(=O)(=O)c3c(C)noc3C)C2)c1 (configuration not stated)	6	-0.5	7	-3	3	2	-4	-1	24
COc1cc(-c2noc(C)c2C#CCO)cc(OC)c1OC	-1	0.8	-4	7	-2	-3	-1	-1	4
Cc1cc(C)n(-c2nc(C)nc(N)n2)n1	1	0.9	5	-2	1	-1	-3	0	6
CC1CN(c2nc3ccccc3nc2C(C#N)C(=O)OC2CCCCC2)CC(C)O1 (configuration not stated)	0	?	-3	0	3	0	-4	3	-1
O=C(COc1ccc2c(c1)oc(=O)c1ccccc12)N[C@@H](Cc1c[nH]c2ccccc12)C(=O)O	1	-2.5	0	-6	4	10	-3	9	5
CC1=C(C)CC(C(=O)Nc2cccc(Cl)c2)C(C(=O)O)C1 (configuration not stated)	-1	0.2	3	1	4	0	-5	2	0
Cn1cc(C(=O)c2ccc(Cl)cc2Cl)cc1C(=O)N/N=C(\N)COc1ccc(Cl)cc1Cl	0	1.1	13	4	9	8	-6	2	1
CCn1cc(C(=O)NCCC(C)C)c(=O)c2cc(F)c(N3CCN(C)CC3)cc21	-4	2.0	-3	13	1	6	-3	-1	2
COc1ccc(OC)c(-c2csc(NC(=O)c3ccc4c(c3)OCO4)n2)c1	-13	0.5	-7	3	-5	2	-12	3	28
Cc1cc([N+](=O)[O-])nn1CC(=O)NC1CCCCC1	4	-1.0	-5	0	-1	3	2	7	0

# Following part
SMILES	Fam108B counter	MEX-5 binding	MCL1-BIM inh	GLD-1 RNA inh	Bcl-xL primary	pPAFAH inh	PME-1 primary	PAFAH1B2 FP inh	AHR act
O=S(=O)(Nc1ccc(F)cc1)c1ccc(NC(=S)Nc2ccccc2)cc1	-12	1.6	13	2	3	25*	0	-2	3
O=C(Nc1cc(Cl)ccc1N1CCOCC1)c1ccncc1	/	/	/	-3	/	2	/	1	1
COc1ccc(NC(=O)CN2CCN(S(=O)(=O)c3ccc(Cl)cc3)CC2)cc1Cl	4	-0.1	-4	6	-3	5	-5	19	-4
NS(=O)(=O)c1ccc(CCNC(=O)C2CCC(Cn3c(=S)[nH]c4ccccc4c3=O)CC2)cc1 (configuration not stated)	-10	2.2	5	3	3	3	-12	2	0
Oc1ccc(-c2cc(-c3ccc(O)cc3)nc(-c3ccccc3)n2)cc1	-17	2.7	1	9	3	-18	-45	-4	2
ONC(=Nc1ccccc1)C(=Nc1ccccc1)NO	4	2.2	8	-5	0	-4	-7	5	-1
N#Cc1ccccc1NC(=O)c1cc(=O)c2ccccc2o1	-2	-1.2	0	0	-3	4	5	0	1
CCOC(=O)c1ccc(NNC(=O)CC)c([N+](=O)[O-])c1	-1	0.8	-5	3	-17	-1	6	6	0
CCn1cc(C(=O)NCCCOC)c(=O)c2cc(S(=O)(=O)N3CCCC3)ccc21	-6	-1.1	7	0	6	15	6	6	2
COC(=O)c1sccc1NC(=S)N1CCN(c2cccc(C)c2C)CC1	-1	0.4	13	1	-4	5	-12	-3	2
CC(C)OC(=O)CC(=O)CSc1nc2c(c(-c3cccs3)c1C#N)CCC2	-4	-0.4	8	-9	7	19	2	7	5
O=C(OCCC1Oc2cccnc2NC1=O)c1ccc(F)cc1 (configuration not stated)	-4	-0.9	-5	-1	1	-5	-1	-2	2
Cc1ccc(OCCNC(=O)c2ccc3ccccc3n2)cc1	0	0.0	5	12	7	1	-5	8	20
Cc1ccc(-c2nc(=S)c3c(n2Cc2ccco2)CC(C)(C)OC3)cc1	3	-0.2	16	5	9	4	-1	-2	8
Cc1ccc(C)c(NC(=S)NNC(=O)c2ccco2)c1	-1	-0.1	1	4	3	8	0	1	-1
CCN(CC)C(=O)c1c(-c2ccccc2)oc2ccc(O)cc12	-2	-1.9	8	-5	5	-5	-1	5	12
CC(C)c1ccc(NC2CCCN(C(=O)c3ccncc3)C2)cc1 (configuration not stated)	6	-1.0	2	0	5	0	-9	3	8
Cc1ccc(S(=O)(=O)N2CCCCC2)cc1C(=O)N1CCN(CCO)CC1	/	/	5	4	2	6	-2	6	0
Cc1cccc(OCCNC(=O)c2ccc(Cl)c(S(=O)(=O)NCc3cccnc3)c2)c1	/	/	-4	5	0	16	3	-3	2
CCN(CC)CCNC(=O)c1ccc(NC(=O)c2ccccc2-c2ccc(C(F)(F)F)cc2)cc1	-4	-0.8	-4	2	6	0	-3	3	-2
C/C(=N\NC(=O)c1cccnc1)c1ccc(OC2OCCOC2Oc2ccc(/C(C)=N/NC(=O)c3cccnc3)cc2)cc1 (configuration not stated)	3	-1.6	3	2	5	2	0	-1	20
O=C(CSc1nnnn1-c1ccc(O)cc1)N1N=C(c2ccc3ccccc3c2)CC1c1ccccc1 (configuration not stated)	-8	-1.0	-10	0	5	0	-2	/	3
CCOC(=O)CCCCCC(=O)Nc1ccc2c(c1)CC(=O)N([C@H](C)CO)C[C@@H](C)[C@H](CN(C)Cc1ccc3c(c1)OCO3)O2	/	/	/	-4	/	8	/	6	0
COc1cccc(NC(=S)NN2C(C)CCCC2C)c1 (configuration not stated)	5	-1.5	25	4	4	3	3	3	0
CCOC(=O)C1=C(C)OC(N)=C(C#N)C1c1cc2cc(C)ccc2nc1N1CCCCC1 (configuration not stated)	1	-7.0	36	22	33*	6	2	1	43
O=C(COc1ccc(-c2ccccc2)cc1)N/N=C/c1cc(O)ccc1Br	-32	-0.6	0	10	-2	14	-55	-30	43
CCCCn1c(N)c(N(CCOC)C(=O)C2CCN(c3ncnc4sc(C)c(C)c34)CC2)c(=O)[nH]c1=O	-1	3.3	-16	3	-6	3	0	-1	0
Cc1noc(C)c1C(=O)Nc1nnc(CC(C)C)s1	-2	-1.2	0	0	4	0	-2	-3	3
Nn1c(-c2ccccn2)nnc1-c1ccccn1	2	1.8	-7	-5	2	-3	3	2	5
CCCCSc1nc2c(cc1C#N)CCC2	0	0.3	7	3	3	3	-2	6	1

# Next part.
SMILES	Fam108B counter	MEX-5 binding	MCL1-BIM inh	GLD-1 RNA inh	Bcl-xL primary	pPAFAH inh	PME-1 primary	PAFAH1B2 FP inh	AHR act
COc1ccccc1OCCNC(=O)c1cc(=O)[nH]c2ccccc12	1	-2.6	1	2	-8	2	-2	0	12
CCOc1ccc(OCC)c(S(=O)(=O)n2cnc(C)c2)c1	-1	3.4	-1	-1	0	-4	8	2	1
CCC(C)Nc1ccc(NC(C)CC)cc1 (configuration not stated)	/	/	13	23	13	6	7	7	-1
O=c1c2ccccc2nc(SCc2nnc(-c3ccccc3)o2)n1-c1ccc(F)cc1F	-5	0.3	8	0	9	1	-5	0	4
COc1cc(F)ccc1CN1CCC(n2nccc2NC(=O)C2CCOC2)CC1 (configuration not stated)	0	-0.2	3	2	1	4	0	0	-2
CSc1nc2c(c(=O)[nH]1)C(c1cccc(Cl)c1Cl)CC(=O)N2 (configuration not stated)	1	0.9	4	-1	4	3	-1	/	-2
Cc1c(NP(=O)(Oc2ccccc2F)Oc2ccccc2F)c(=O)n(-c2ccccc2)n1C	0	-0.9	-4	9	0	-2	9	-2	1
CCOC(=O)c1cccc(S(=O)(=O)N(CCO)Cc2cc3cc(OC)ccc3[nH]c2=O)c1	-1	-0.7	2	1	1	5	0	8	-1
C=CCC1(CC=C)CCCN1C(=O)CC1C(=O)NCCN1Cc1ccc(OC)c(OC)c1 (configuration not stated)	-4	1.8	9	-1	5	2	2	-3	-1
Cc1ccc(C)c(CSc2nnc(C)c(=O)n2N)c1	0	/	1	10	4	-2	-3	-4	7

# High-throughput results from PubChem BioAssay.
